# Source: PubChem (Broad Institute)
# TcdB inh – blocks C. difficile toxin B glycohydrolase activity | P18177 | TcdB glycohydrolase enzymatic assay, plate reader | inhibition, % at 9.99 µM | 350,000 tested, 0.24% active | AID 652162; in the data active means inhibition above about 10%
# * hit, by the source's call; & = joins results of further samples.
SMILES,TcdB inh
C[C@H]1CN([C@@H](C)CO)S(=O)(=O)c2ccc(Br)cc2O[C@@H]1CN(C)C(=O)CC1CC1,0.6
COc1ccc2c3c(n(C)c2c1)[C@H](CO)N(C(=O)Cc1ccccc1)CC31CN(C(=O)Cc2ccccc2)C1,-2.0
C[C@H]1CN([C@@H](C)CO)C(=O)c2cccc(NC(=O)Nc3ccc4c(c3)OCO4)c2O[C@@H]1CN(C)S(=O)(=O)c1cn(C)cn1,0.2
C[C@@H]1CN([C@@H](C)CO)C(=O)c2cc(NC(=O)C3CCCCC3)ccc2O[C@@H]1CN(C)C(=O)NC1CCCCC1,-0.4
C/C=C/c1ccc2c(c1)O[C@@H](CN(C)Cc1cccnc1)[C@@H](C)CN([C@H](C)CO)S2(=O)=O,0.7
CC(=O)N1[C@H](CO)[C@@H](c2ccccc2)[C@@H]1CN(C(=O)c1cccc(F)c1)C(C)C,1.5
C[C@H](CO)N1C[C@H](C)[C@@H](CN(C)Cc2ccc(-c3ccccc3)cc2)Oc2ccc(N(C)C)cc2C1=O,0.4
O=C(C[C@H]1C[C@@H]2c3cc(NC(=O)Nc4ccc(C(F)(F)F)cc4)ccc3O[C@@H]2[C@@H](CO)O1)NCc1cc(F)ccc1F,-0.4
C[C@@H]1CN([C@@H](C)CO)C(=O)Cc2cc(NC(=O)Nc3cccc4ccccc34)ccc2O[C@@H]1CN(C)Cc1ccc(-c2ccccc2)cc1,0.2
Cc1ccc(S(=O)(=O)Nc2cccc3c2O[C@H](CN(C)C(=O)NC(C)C)[C@H](C)CN([C@H](C)CO)C3=O)cc1,-0.3
COc1ccc(NC(=O)N(C)C[C@H]2Oc3c(NC(=O)c4cc(C)nn4C)cccc3C(=O)N([C@H](C)CO)C[C@H]2C)cc1,0.2
O=C(C[C@@H]1C=C[C@H](NS(=O)(=O)c2ccc(F)cc2)[C@@H](CO)O1)N1CCC(Cc2ccccc2)CC1,-1.4
CCC(=O)Nc1ccc2c(c1)C(=O)N(C)[C@H]1CC[C@@H](CC(=O)NCCc3ccncc3)O[C@@H]1CO2,0.8
CN1C(=O)c2cc(NC(=O)c3ccc(F)cc3)ccc2OC[C@@H]2O[C@@H](CC(=O)N3CCOCC3)CC[C@H]21,0.4
C[C@@H]1CN([C@@H](C)CO)C(=O)c2cc(NC(=O)NC3CCCCC3)ccc2O[C@H]1CN(C)C(=O)Nc1ccc2c(c1)OCO2,0.6
COc1cccc(-c2ccc3c(c2)O[C@@H](CN(C)C(=O)C2CCC2)[C@@H](C)CN([C@@H](C)CO)S3(=O)=O)c1,1.5
O=C(Nc1ccc(F)cc1)N1C[C@@H]2[C@H](c3ccccc31)[C@H](CO)N2C(=O)Cc1cccnc1,-1.3
Cc1noc(C)c1NC(=O)Nc1cccc2c1O[C@@H](CN(C)C(=O)Nc1cccc3ccccc13)[C@H](C)CN([C@@H](C)CO)C2=O,0.3
C[C@@H]1CN([C@H](C)CO)C(=O)c2cc(C#C[C@@H](C)O)cnc2O[C@H]1CN(C)Cc1cccc(F)c1,0.0
C[C@H]1CN([C@@H](C)CO)C(=O)c2cc(C#Cc3ccccc3F)cnc2O[C@@H]1CN(C)C(=O)C1CCOCC1,-1.3
O=C(N[C@H]1CC[C@@H](CCNC(=O)c2ccccc2F)O[C@H]1CO)c1cnccn1,-0.9
C[C@H]1CN([C@@H](C)CO)C(=O)Cc2cc(NC(=O)CCCCCC(=O)Nc3ccccc3N)ccc2O[C@@H]1CN(C)Cc1ccncc1,0.2
Cc1ccc(S(=O)(=O)N(C)C[C@H]2Oc3ccc(NS(=O)(=O)c4c(C)noc4C)cc3C(=O)N([C@@H](C)CO)C[C@H]2C)cc1,1.7
CCCNC(=O)N1C[C@@H](O)COC[C@@H]2O[C@H](CC(=O)NCCCN3CCOCC3)CC[C@H]21,-0.1
C[C@@H]1CN([C@@H](C)CO)C(=O)c2cc(C3=CCCCC3)cnc2O[C@H]1CN(C)C(=O)C1CCOCC1,-0.4

# Four entries from above, as tab-separated lines:
smiles	TcdB inh
COc1ccc(NC(=O)N(C)C[C@H]2Oc3c(NC(=O)c4cc(C)nn4C)cccc3C(=O)N([C@H](C)CO)C[C@H]2C)cc1	0.2
CCCNC(=O)N1C[C@@H](O)COC[C@@H]2O[C@H](CC(=O)NCCCN3CCOCC3)CC[C@H]21	-0.1
COc1cccc(-c2ccc3c(c2)O[C@@H](CN(C)C(=O)C2CCC2)[C@@H](C)CN([C@@H](C)CO)S3(=O)=O)c1	1.5
O=C(C[C@H]1C[C@@H]2c3cc(NC(=O)Nc4ccc(C(F)(F)F)cc4)ccc3O[C@@H]2[C@@H](CO)O1)NCc1cc(F)ccc1F	-0.4

# Going on with the list.
SMILES,TcdB inh
Cc1ccc(S(=O)(=O)Nc2ccc3c(c2)C(=O)N([C@H](C)CO)C[C@H](C)[C@@H](CN(C)S(=O)(=O)c2ccc(Cl)cc2)O3)cc1,0.1
C[C@@H]1CN([C@H](C)CO)C(=O)Cc2cc(NC(=O)CCC(F)(F)F)ccc2O[C@@H]1CN(C)S(=O)(=O)c1ccc(F)cc1,1.1
C[C@@H]1CCCCO[C@H](CN(C)C(=O)Cc2ccccc2)[C@@H](C)CN([C@@H](C)CO)C(=O)c2cc(NS(=O)(=O)c3cccs3)ccc2O1,0.1
CCCC(=O)Nc1ccc2c(c1)C(=O)N(C)C[C@H](OC)[C@@H](C)CN(S(=O)(=O)c1cn(C)cn1)[C@@H](C)CO2,1.2
CC(C)C#Cc1cnc2c(c1)C(=O)N([C@@H](C)CO)C[C@H](C)[C@@H](CN(C)C(=O)c1ccccc1)O2,-0.6
CO[C@H]1CC[C@@H]2CCN(C)C(=O)[C@@H](C)N(C)C(=O)c3cccc(C#N)c3OC[C@H]1O2,-0.3
C[C@@H]1CCCCO[C@@H](CN(C)S(=O)(=O)c2cn(C)cn2)[C@H](C)CN([C@@H](C)CO)C(=O)c2cc(NC(=O)NC3CCCCC3)ccc2O1,1.0
CCCC#Cc1ccc([C@H]2[C@H]3CN(Cc4cccnc4)CCCCN3[C@H]2CO)cc1,-0.8
O=C(C[C@H]1C[C@H]2c3cc(NC(=O)NC4CCCC4)ccc3O[C@H]2[C@@H](CO)O1)NCc1ccc(Cl)cc1,0.1
CCCC#Cc1ccc2c(c1)O[C@H](CN(C)CCC)[C@@H](C)CN([C@H](C)CO)S2(=O)=O,-0.8
COC(=O)C[C@@H]1CC[C@@H]2[C@H](COc3ccc(NC(=O)c4ccccc4)cc3C(=O)N2C)O1,0.3
O=C(NCC[C@H]1CC[C@H](NC(=O)c2ccc3c(c2)OCO3)[C@H](CO)O1)Nc1cc(F)ccc1F,-0.4
C[C@@H]1CN([C@H](C)CO)C(=O)c2cc(C#CCc3ccccc3)cnc2O[C@@H]1CN(C)Cc1ccccc1,0.2
CCCc1cn(CC[C@@H]2CC[C@H](NC(=O)C3CCCC3)[C@@H](CO)O2)nn1,0.4
C[C@@H]1CCCCO[C@@H](CN(C)C(=O)CCCN(C)C)[C@H](C)CN([C@H](C)CO)C(=O)c2cc(NC(=O)Nc3ccc(F)cc3)ccc2O1,-0.5
COc1ccc(NC(=O)N(C)C[C@@H]2Oc3ncc(C#C[C@@H](C)O)cc3C(=O)N([C@@H](C)CO)C[C@@H]2C)cc1,-1.1
C[C@@H]1CN([C@H](C)CO)C(=O)c2cc(NC(=O)CCCN(C)C)ccc2O[C@H]1CN(C)C(=O)Nc1ccccc1,-0.4
CC(C)NC(=O)N(C)C[C@@H]1Oc2ncc(C#CCC3CCCC3)cc2C(=O)N([C@H](C)CO)C[C@H]1C,-1.4
O=C(C[C@H]1C=C[C@H](NC(=O)c2ccc3c(c2)OCO3)[C@H](CO)O1)NCc1ccc(Oc2ccccc2)cc1,-0.6
COc1cccc(-c2ccc3c(c2)[C@H]2[C@H](CCN2C(=O)C2CCCCC2)[C@@H](CO)N3)c1,-0.1
COc1ccc(S(=O)(=O)Nc2ccc3c(c2)C(=O)N([C@@H](C)CO)C[C@@H](C)[C@@H](CN(C)C(=O)Nc2ccc(F)cc2)OCCCC[C@@H](C)O3)cc1,-0.6
C[C@@H](NC(=O)C[C@H]1C=C[C@H](NS(=O)(=O)c2cccc(F)c2)[C@H](CO)O1)c1ccccc1,-4.1
C[C@H]1CN([C@@H](C)CO)C(=O)c2ccccc2-c2ccccc2CO[C@H]1CN(C)S(=O)(=O)c1ccc([N+](=O)[O-])cc1,-1.5
C[C@@H]1CN([C@@H](C)CO)C(=O)c2cc(NS(=O)(=O)c3ccc(F)cc3)ccc2O[C@@H]1CN(C)C(=O)Nc1ccc(C(F)(F)F)cc1,-0.1
C[C@@H]1CN([C@H](C)CO)C(=O)c2cccc(NC(=O)C3CCOCC3)c2O[C@@H]1CN(C)Cc1ccc2c(c1)OCO2,-0.3

# 5 structures from above, ordered by number of heavy atoms, lowest first.
SMILES,TcdB inh
CCCc1cn(CC[C@@H]2CC[C@H](NC(=O)C3CCCC3)[C@@H](CO)O2)nn1,0.4
O=C(C[C@H]1C=C[C@H](NC(=O)c2ccc3c(c2)OCO3)[C@H](CO)O1)NCc1ccc(Oc2ccccc2)cc1,-0.6
C[C@H]1CN([C@@H](C)CO)C(=O)c2ccccc2-c2ccccc2CO[C@H]1CN(C)S(=O)(=O)c1ccc([N+](=O)[O-])cc1,-1.5
C[C@@H]1CN([C@@H](C)CO)C(=O)c2cc(NS(=O)(=O)c3ccc(F)cc3)ccc2O[C@@H]1CN(C)C(=O)Nc1ccc(C(F)(F)F)cc1,-0.1
C[C@@H]1CCCCO[C@H](CN(C)C(=O)Cc2ccccc2)[C@@H](C)CN([C@@H](C)CO)C(=O)c2cc(NS(=O)(=O)c3cccs3)ccc2O1,0.1

# Later entries.
SMILES,TcdB inh
C[C@H](CO)N1C[C@H](C)[C@H](CN(C)Cc2ccc(C(F)(F)F)cc2)OCCCC[C@H](C)Oc2ccc(NC(=O)Cc3ccccc3)cc2C1=O,-2.4
CO[C@H]1CN(C)C(=O)c2cc(NS(=O)(=O)CC(F)(F)F)ccc2OC[C@@H](C)N(C(=O)c2ccc3c(c2)OCO3)C[C@H]1C,0.3
COc1ccc(NC(=O)Nc2ccc3c(c2)CC(=O)N([C@@H](C)CO)C[C@@H](C)[C@H](CN(C)S(=O)(=O)c2ccc(OC)cc2)O3)cc1,-0.4
CO[C@@H](CN(C)C(=O)c1cnccn1)[C@@H](C)CN([C@H](C)CO)S(=O)(=O)c1ccc(C)cc1,1.1
CS(=O)(=O)N1[C@@H]2c3ccc(-c4ccccc4)c(=O)n3C[C@@H]2[C@@H](CO)[C@@H]1C(=O)NC1CCC1,-1.7
C[C@H]1CCCCO[C@H](CN(C)S(=O)(=O)c2cn(C)cn2)[C@@H](C)CN([C@@H](C)CO)C(=O)c2cc(NS(=O)(=O)c3ccc(F)cc3)ccc2O1,-7.5
OC[C@H]1[C@@H](c2ccccc2)C2(CN(Cc3nccs3)C2)N1CCC(F)(F)F,0.3
O=C(NCc1ccc(F)cc1)[C@H]1[C@H](CO)[C@H]2Cn3c(cccc3=O)[C@H]2N1CCC(F)(F)F,0.3
Cc1ccc(S(=O)(=O)Nc2ccc3c(c2)C(=O)N([C@H](C)CO)C[C@H](C)[C@H](CN(C)Cc2ccc(C(=O)O)cc2)OCCCC[C@@H](C)O3)cc1,0.1
CCCN1[C@@H]2c3ccc(-c4ccc(F)cc4)c(=O)n3C[C@H]1[C@H](CO)[C@H]2C(=O)OC,0.8
O=C(Nc1cc(F)ccc1F)N1CCCCN2[C@H](CO)[C@@H](c3ccc(-c4ccncc4)cc3)[C@H]2C1,-0.4
C[C@H](O)C#Cc1ccc2c(c1)O[C@@H](CN(C)C(=O)C1CC1)[C@@H](C)CN([C@H](C)CO)S2(=O)=O,-2.5
Cc1noc(C)c1NC(=O)N[C@H]1CC[C@@H](CCNC(=O)C2CCCCC2)O[C@H]1CO,0.0
COc1ccc(NC(=O)N[C@H]2C=C[C@H](CC(=O)NCc3ccccn3)O[C@@H]2CO)cc1,-0.4
C[C@@H]1CN([C@H](C)CO)C(=O)c2cc(C#CC3(O)CCCC3)cnc2O[C@H]1CN(C)Cc1ccncc1,0.9
C[C@H]1CN([C@@H](C)CO)C(=O)c2cc(NC(=O)Nc3ccc4c(c3)OCO4)ccc2O[C@H]1CN(C)C(=O)NC1CCCCC1,-1.5
COc1ccc(CN2C[C@@H](O)COC[C@@H]3O[C@H](CC(=O)N4CCc5ccccc5C4)CC[C@H]32)cc1,0.3
CC(C)NC(=O)N(C)C[C@H]1OCCCC[C@@H](C)Oc2ccc(NC(=O)c3ccncc3)cc2C(=O)N([C@H](C)CO)C[C@@H]1C,-0.7
C[C@@H]1CN([C@@H](C)CO)C(=O)Cc2cc(NC(=O)Nc3cccc4ccccc34)ccc2O[C@H]1CN(C)Cc1ccc(-c2ccccc2)cc1,0.4
COCC(=O)Nc1ccc2c(c1)C(=O)N(C)C[C@@H](OC)[C@@H](C)CN(C)[C@H](C)CO2,0.0
CNC[C@@H]1OCCCC[C@@H](C)Oc2ccc(NS(C)(=O)=O)cc2C(=O)N([C@H](C)CO)C[C@H]1C,-3.2
COc1ccc(S(=O)(=O)N(C)C[C@@H]2Oc3ncc(C#Cc4ccc(C(F)(F)F)cc4)cc3C(=O)N([C@H](C)CO)C[C@@H]2C)cc1,-0.9
O=C(C[C@H]1CC[C@@H]2[C@H](COC[C@H](O)CN2C(=O)Nc2ccccc2)O1)NC1Cc2ccccc2C1,0.3
O=S(=O)(c1ccccc1)N1[C@@H]2CNC[C@H]1C2c1ccc(-c2cccnc2)cc1 (some centres undefined),0.1&-1.7
C[C@H](CO)N1C[C@H](C)[C@H](CN(C)S(=O)(=O)c2cn(C)cn2)Oc2ncc(Br)cc2C1=O,-1.5
CN1CCN(C(=O)C[C@@H]2CC[C@H]3[C@@H](COC[C@H](O)CN3C(=O)Nc3cc(Cl)cc(Cl)c3)O2)CC1,0.0
COc1ccc(NC(=O)Nc2cccc3c2O[C@@H](CN(C)Cc2ccc(-c4ccccc4)cc2)[C@@H](C)CN([C@H](C)CO)C3=O)cc1,-4.4
O=C(NCCN1CCCC1)[C@H]1N[C@H]2c3ccc(-c4ccccc4)c(=O)n3C[C@H]2[C@@H]1CO,-1.6
CC(C)NC(=O)Nc1cccc2c1O[C@H](CN(C)S(=O)(=O)c1ccc(F)cc1)[C@H](C)CN([C@H](C)CO)C2=O,0.8

# A portion of the library; count on the stated rates, not on these rows.
